KCNQ2 inh: KCNQ2 channel blockers in CHO-K1 cells – cell-based, FluxOR thallium flux, B-score, primary screen (AID 2156); O88943; 20 min; active compounds read low; B-score at 10 µM; actives 1.1% (n = 310,000);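 active means fluorescence ratio B-score at most minus 3 library SDs, with starting brightness B-score within 2 library SDs, cut at about -5.5 in these data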
CHT inh: human CHT choline transport inhibition. CHT-expressing cells, membrane potential dye, choline response; active compounds read low. B-score at 10 µM. actives 0.86% (n = 310,000). AID 488975;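 active means B-score over 3 SD under the library average, and starting fluorescence ratio not unusually high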;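 further: choline stimulus applied at its EC90 after an EC20 pre-addition; B-score computed on integrated fluorescence ratio after choline addition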
Target sequence (Q9GZV3 whole entry, looked up): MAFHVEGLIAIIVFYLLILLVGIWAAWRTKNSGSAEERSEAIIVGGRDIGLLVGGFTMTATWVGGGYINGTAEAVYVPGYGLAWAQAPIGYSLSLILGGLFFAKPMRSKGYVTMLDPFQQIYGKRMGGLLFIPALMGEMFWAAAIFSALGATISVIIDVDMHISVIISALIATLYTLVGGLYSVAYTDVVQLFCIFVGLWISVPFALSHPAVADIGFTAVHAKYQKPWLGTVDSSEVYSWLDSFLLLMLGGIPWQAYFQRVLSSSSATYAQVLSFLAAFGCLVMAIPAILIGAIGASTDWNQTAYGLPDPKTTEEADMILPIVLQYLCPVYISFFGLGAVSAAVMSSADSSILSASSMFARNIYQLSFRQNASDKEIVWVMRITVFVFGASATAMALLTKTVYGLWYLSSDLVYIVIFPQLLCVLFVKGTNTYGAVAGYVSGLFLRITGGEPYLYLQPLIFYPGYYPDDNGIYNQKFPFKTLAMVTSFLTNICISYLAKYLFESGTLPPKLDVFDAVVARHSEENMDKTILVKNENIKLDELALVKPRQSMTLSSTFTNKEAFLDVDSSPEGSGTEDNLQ
The depositor's hits bear a star; i = inactive; . = no result given. Random draw from the library; about 1.9% have a hit in one of these screens.

Molecule	KCNQ2 inh	CHT inh
O=c1cc(N2CCOCC2)[nH]c(=O)n1C1CCCCC1	i	i
COc1cc(O)c(C(CCN2CCN(c3ccccc3)CC2)c2cc(OC)c(OC)c(OC)c2)c(OC)c1 (configuration not stated)	i	i
CCCN(CC(=O)Nc1ccccc1OC)C(=O)c1cc(S(=O)(=O)NCc2ccccc2)ccc1C	i	i
CC1CN(C/C(=N\O)C23CC4CC(CC(C4)C2)C3)CC(C)O1 (configuration not stated)	i	i
COc1ccccc1NC1=C(Cl)C(=O)OC1OC(=O)c1ccco1 (configuration not stated)	i	i
Cc1ccc(C)c(NS(=O)(=O)c2cc(C(=O)NCCSC3CCCCC3)ccc2C)c1	i	i
Cc1cccc(C(=O)c2c[nH]cc2-c2ccccc2)c1	i	i
CCOC(=O)c1c(NC(=O)COC(=O)Cn2cnc3ccccc32)sc2c1CCC(C)C2 (configuration not stated)	.	i
O=C(/C=C/c1ccco1)N1CCN(c2ncccn2)CC1	i	i
CCN1C(=O)C(CC(=O)Nc2ccc(F)cc2)N(CCCN2CCN(c3ccc(F)cc3)CC2)C1=S (configuration not stated)	i	i
CC(C)[C@H](NC(=O)c1ccc(Cl)c([N+](=O)[O-])c1)C(=O)O	i	i
CCN(CCO)C(=O)c1ccc2oc(Cc3ccc(Cl)cc3)nc2c1	i	i
C=CCn1c(CNc2ccc(C)cc2)nnc1SCC(=O)N/N=C/c1ccc(O)cc1	i	i
COc1cc(-c2[nH]nc3c2C(c2ccco2)C(C#N)=C(N)O3)cc(OC)c1OC (configuration not stated)	i	i
COC(=O)CNC(=O)Cn1cnc2sc(C)c(S(=O)(=O)N3CCN(c4ccccc4OC)CC3)c2c1=O	i	i
O=C(Nc1ccc(O)c2c(=O)cc(-c3ccccc3Cl)oc12)c1ccc(F)cc1	i	.
Cc1cc(F)ccc1S(=O)(=O)N1CCCOC1CNC(=O)C(=O)NCCC1=CCCCC1 (configuration not stated)	i	i
CCOC(=O)c1ccc(S(=O)(=O)N2CCN(C(=O)c3cc(=O)c4ccccc4o3)CC2)cc1	i	i
COc1cccc(-n2c(SC)nnc2-c2cnccn2)c1	i	i
O=C(/C=C/Sc1ccccc1)c1ccccc1	i	i
COC(=O)c1ccc(-c2ccc(/C=N/N3C(=O)C4C5C=CC(C6CC56)C4C3=O)o2)cc1 (configuration not stated)	i	i
O=C(O)CSc1nnnn1-c1ccccc1	i	i
O=C(COc1ncnc2ccccc12)NC1CCS(=O)(=O)C1 (configuration not stated)	i	i
CCc1c(C)nc2c(-c3ccccc3)c[nH]n2c1=O	i	i
Cc1sc(N)nc1-c1c(C)n(C)c2ccccc12	i	i
O=C(Nc1ccccc1C(=O)NC(Cc1ccccc1)C(=O)NC1CCCCCC1)c1ccccc1 (configuration not stated)	i	i
CN(C)c1cc[n+](CCC(=O)Nc2cccc([N+](=O)[O-])c2N)cc1	i	i
CCc1ccc(OCC(=O)NC(=S)Nc2ccc(C(C)=O)cc2)c(Br)c1	i	i
COC(=O)c1ccc2nc(NC(=O)C3CC3)sc2c1	i	i
CCCCCSc1ncccc1C(=O)O	i	i
CC(C)COCC1CC2(CC(C)C(=O)CC2=O)C(=O)O1 (configuration not stated)	i	i
O=C(NC1CCN(c2ncccn2)CC1)c1c(F)cccc1F	i	i
Cc1cccc(OCC(=O)NC2CC(C)(C)NC(C)(C)C2)c1	i	i
CCOc1ccc(C(c2c(C)n(C)n(-c3ccccc3)c2=O)c2c(C)n(C)n(-c3ccccc3)c2=O)c(O)c1	i	i
COc1ccc(-c2nnn(CC(=O)N(CC3CCCO3)C(C(=O)NC(C)(C)C)c3ccco3)n2)cc1OC (configuration not stated)	i	i
CSc1ncc(Cl)c(C(=O)Nc2ccc(S(=O)(=O)N3CCOCC3)cc2)n1	i	i
O=c1cc(N2CCCCC2)c(-c2ccccc2)nn1Cc1ccccc1	i	i
CC(C)CSc1nc2ccccc2[nH]1	i	i
O=C(/C=C/c1ccccc1[N+](=O)[O-])N1CCN(C(=O)c2ccco2)CC1	i	i
CN(CCC#N)C(=O)COC(=O)c1ccc(Cl)c(S(N)(=O)=O)c1	i	i
O=C(NCc1cccnc1)c1cnc2ccccc2n1	i	i
C/C(=N\NS(=O)(=O)c1ccc(C)cc1)c1cccs1	i	i
COc1cccc(C(=O)C2CCCN(C(=O)c3ccccc3Cl)C2)c1 (configuration not stated)	i	i
COc1ccc(C2=NN(C(=O)CSc3ncccn3)C(c3ccc(OC)cc3)C2)cc1 (configuration not stated)	i	i
O=C(COC(=O)CCN1C(=O)c2cccc([N+](=O)[O-])c2C1=O)NCc1ccccc1	i	i
COc1ccc(S(=O)(=O)N(CCc2ccccc2)CC(=O)NCCCO)cc1	i	i
COc1ccc(C(=O)N/N=C(\C)c2cccc(NC(=O)c3ccc(F)cc3)c2)c(OC)c1	i	i
COc1ccccc1/C=C/C=N/NC(=O)c1cc(-c2ccco2)[nH]n1	i	i
COC(=O)c1c(NC(=O)CN2CCN(Cc3ccc4c(c3)OCO4)CC2)sc(C)c1C	i	i
COc1ccccc1Nc1nccc(N(C)C)c1C#N	i	i

Whole records, quoted from the list. Order of values: KCNQ2 inh | CHT inh
Shown for `O=C(Nc1ccc(O)c2c(=O)cc(-c3ccccc3Cl)oc12)c1ccc(F)cc1` → i | .
Shown for `O=c1cc(N2CCCCC2)c(-c2ccccc2)nn1Cc1ccccc1` → i | i

Next section:
Molecule	KCNQ2 inh	CHT inh
Cc1ccc(NC(=O)CSc2nnc(NC(=O)C(C)C)s2)c(C)c1	i	i
COc1ccc(C(CC(=O)O)NC(=O)COc2cc(C)ccc2C)cc1OC (configuration not stated)	i	i
C=CCNC(=O)N1CCC(n2nccc2NC(=O)CCc2ccccc2)CC1	i	i
O=C(c1ccc2c3c(cccc13)CC2)C1CCCN(Cc2ccncc2)C1 (configuration not stated)	i	i
COc1ccc(CCNC(=O)CC(NC(=O)c2ccccc2Cl)c2ccccc2)cc1 (configuration not stated)	i	i
Nc1cc(=O)[nH]c(=O)n1-c1cccc(F)c1	i	i
Cc1cc(N2CCN(CC(O)C(F)(F)F)CC2)c2ccccc2n1 (configuration not stated)	i	i
C/C(=N\NC(=O)COc1ccccc1F)c1cc2ccccc2o1	i	i
Cc1cc(C)cc(NS(=O)(=O)c2ccc(NC(=S)NC(=O)c3ccc(Br)o3)cc2)c1	i	i
CSc1ccc(S(=O)(=O)N2c3ccccc3CC2C)cc1 (configuration not stated)	i	i
COc1ccc(NC(=O)NNC(=O)COc2ccc(Cl)cc2C)cc1OC	i	i
CCOC(=O)C1CCN(C(=O)CN(c2cc(OC)ccc2OC)S(=O)(=O)c2ccccc2)CC1	i	i
Cc1ccc(-c2nc(NC(=O)CSc3ncn[nH]3)ns2)cc1	i	i
COc1ccc(Cl)cc1NC(=O)COC(=O)C(CC(C)C)N1C(=O)C2CC=CCC2C1=O (configuration not stated)	-5.8*	i
CCN(CC(=O)NCc1ccc(F)cc1)Cc1cc(=O)n2ccsc2n1	i	i
CCCc1ccc2oc(C(=O)N(C)Cc3nccs3)c(C)c2c1	i	i
Cc1ccc(NC(=O)CSc2nncc3ccccc23)cc1	i	i
CC(/C=C1\SC(=S)N(CCC(=O)Nc2ccccc2O)C1=O)=C\c1ccccc1	i	i
Cc1cccc(C)c1NCc1nnc(SCC(=O)Nc2nc(-c3ccccc3)cs2)n1-c1ccccc1	i	i
Cc1ccc(NC(=O)C2CCN(S(=O)(=O)c3ccc4c(c3)CCCC(=O)N4)CC2)c(Br)c1	i	i
Nc1cc(-c2cccc([N+](=O)[O-])c2)[nH]n1	i	i
O=C(COc1ccccc1)Nc1cccc2nsnc12	i	i
O=C(NCC1CCCO1)c1cc(-c2ccco2)nc2ccccc12 (configuration not stated)	i	i
CC(C)(C)c1csc(Sc2ccc([N+](=O)[O-])cn2)n1	i	i
Cc1cccc(C(=O)N2CCCC(N3CCN(c4ccc(F)cc4)CC3)C2)n1 (configuration not stated)	i	i
COc1ccc(C(NC(=O)c2cc(OC)ccc2OC)c2ccccc2)cc1 (configuration not stated)	i	i
COc1ccc(-n2nnnc2SCC(=O)Nc2nc3c(s2)CCCC3)cc1	i	i
CCS(=O)(=O)N1CCCC(c2nc(-c3cccc(OC)c3)no2)C1 (configuration not stated)	i	i
CCN(CC)NC(=S)Nc1ccccc1	i	i
CN(C)CC(C)(C)CNS(=O)(=O)c1ccc(Cl)s1	i	i
O=C(O)c1ccc(Nc2ncnc3ccccc23)cc1	i	i
Cc1ccc(N(CC(=O)NC2CCCCC2)C(=O)CCCC(=O)Nc2ccccn2)cc1	i	i
O=C(Nc1cccc(NC(=O)c2ccccc2Cl)c1)c1cccs1	i	i
Cc1nc(C)n(CCNS(=O)(=O)c2ccccc2)n1	i	i
Cc1c(Cl)cccc1NC(=O)Nc1cccnc1	i	i
Nc1cc(N)nc(SCc2cc(=O)oc3cc4c(cc23)CCC4)n1	i	i
COc1ccc(C(=O)C2CCCCC2=O)cc1 (configuration not stated)	i	i
CCNC(=O)N1c2ccc(OCC)cc2C(C)=CC1(C)C	i	i
CCOC(=O)CSc1nc2ccc(N3CCOCC3)cc2c(=O)n1Cc1ccc2c(c1)OCO2	i	i
O=C(O)c1cc(N/N=C/C=C/c2ccccc2[N+](=O)[O-])ccc1Cl	i	i
COc1cc(/C=C/C(=O)N2CCCN(C(=O)/C=C/c3cc(OC)c(OC)c(OC)c3)CC2)cc(OC)c1OC	i	i
O=C(CSC1=NC(=O)C(Cc2ccccc2)C(=O)N1)Nc1ncccn1 (configuration not stated)	i	.
Cc1cc(C)nc(-n2ncc3c2CC(c2ccccc2C)CC3=O)n1 (configuration not stated)	i	i
Cc1ccc(S(=O)(=O)N2CC(C)N(C(=O)N3CCOCC3)C2)cc1 (configuration not stated)	i	i
COC(=O)c1ccc(CSCc2ccc(C#N)cc2)cc1	i	i
Cc1nn(C)c(C(=O)N/N=C/c2cccnc2)c1Br	i	i
O=C(Cc1nnc(NC(=O)Nc2ccc(F)cc2)s1)Nc1ccccc1	i	i
Cc1cc(=O)n2nc(N3CCC(C(=O)NCc4ccc(Cl)cc4)CC3)sc2n1	i	i
Nc1c(C(=O)Nc2cccc(F)c2)nnn1-c1cccc(C(F)(F)F)c1	i	i
CCOc1ccccc1CNC(=O)CCNS(=O)(=O)c1ccc2[nH]c(=O)oc2c1	i	i

4 of these compounds in a different format.
KCNQ2 inh	CHT inh	Structure
i	i	CCOC(=O)CSc1nc2ccc(N3CCOCC3)cc2c(=O)n1Cc1ccc2c(c1)OCO2
i	i	O=C(O)c1cc(N/N=C/C=C/c2ccccc2[N+](=O)[O-])ccc1Cl
i	i	COc1cc(/C=C/C(=O)N2CCCN(C(=O)/C=C/c3cc(OC)c(OC)c(OC)c3)CC2)cc(OC)c1OC
i	.	O=C(CSC1=NC(=O)C(Cc2ccccc2)C(=O)N1)Nc1ncccn1 (configuration not stated)

(listing goes on)
Screens in order – KCNQ2 inh | CHT inh
- Cc1ccc(S(=O)(=O)N2CCOCC2)cc1C(=O)N1CCC(Cc2ccccc2)CC1
→ i | i
- Cc1cc(C)cc(NC(=S)N2CCC(NC(=O)C3CCCCC3)CC2)c1
→ i | i
- CC(NC(=O)CCNC(=O)c1ccc(Br)cc1)c1ccc(-n2ccnc2)cc1 (configuration not stated)
→ i | i
- COCCNC(=O)C1CCC(CNS(=O)(=O)c2ccccc2)CC1 (configuration not stated)
→ i | i
- Cc1ccccc1Nc1ncccc1C(=O)N1CCOCC1
→ i | i
- COc1ccc(Cc2nc(-c3ccccn3)no2)cc1
→ i | i
- CCN1C(=O)[C@@H]2[C@H](C1=O)[C@@H]1C(=O)Nc3ccccc3C(=O)N1[C@@H]2c1ccc(Br)cc1
→ i | i
- CC(=O)CC(=O)Nc1ccc2ccccc2c1
→ i | i
- O=C1CC(NN2CCCCC2)C(=O)N1c1ccccc1 (configuration not stated)
→ i | i
- CCCCc1cc(=O)oc2cc(O)cc(O)c12
→ i | -7.9*
- CC(=O)Nc1cccc(OCC(=O)NC(C)C(C)C)c1 (configuration not stated)
→ i | i
- COc1cc(C(=O)NCC(=O)N/N=C/c2cccs2)cc(OC)c1OC
→ i | i
- CCCC1CCC(c2ccc(C(N)=O)cc2)CC1 (configuration not stated)
→ i | i
- CC(C)C(NC(=O)c1ccccc1)c1nnc(SCC(=O)NC2CCCC2)n1C (configuration not stated)
→ i | i
- O=C(Cn1ccc(C(F)(F)F)n1)N/N=C/c1cccs1
→ i | i

Grouped by structure: the compounds so far with a CF3 group
Screens in order – KCNQ2 inh | CHT inh
- Cc1cc(N2CCN(CC(O)C(F)(F)F)CC2)c2ccccc2n1 (configuration not stated)
→ i | i
- Nc1c(C(=O)Nc2cccc(F)c2)nnn1-c1cccc(C(F)(F)F)c1
→ i | i
- O=C(Cn1ccc(C(F)(F)F)n1)N/N=C/c1cccs1
→ i | i

Next entries
Screens in order – KCNQ2 inh | CHT inh
- Cn1nc(C(F)(F)F)c2cc(NC(=O)OCc3ccc(C(C)(C)C)cc3)sc21
→ i | .
- CC1=NOC(=O)/C1=C/c1ccc(O)cc1
→ i | i
- O=C(c1ccco1)N1CCN(c2cc(=O)n(-c3ccc(Cl)cc3)c(=O)[nH]2)CC1
→ i | i
- COc1ccc(Cn2cnc3c(N)c(C)c(C)cc32)cc1
→ i | i
- Cc1ccc([N+](=O)[O-])c(C(=O)N/N=C/c2cccnc2)c1
→ i | i
- CCc1ccc(N2CC(C)Cn3c2nc2c3c(=O)[nH]c(=O)n2C)cc1 (configuration not stated)
→ i | i
- Oc1cccc(C(=S)N2CCN(Cc3ccccc3)CC2)c1
→ i | i
- O=C1CC(c2cccc(Cl)c2)Cc2nc(N3CCOCC3)ncc21 (configuration not stated)
→ i | i
- CCOc1ccc(S(=O)(=O)Nc2ccc(F)cc2)c(C)c1C
→ i | i

Screening results: PubChem, Johns Hopkins Ion Channel Center
